TAG inh: triacylglycerol accumulation inhibition; H9c2 cells, Nile Red lipid (TAG) fluorescence; cells loaded with 200 µM oleic acid; inhibition, % at 12.5 µM; hit rate 0.66% among 230,000; AID 651582;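 active = pattern-corrected inhibition of lipid staining of at least 50% with the nuclear-stain viability signal not falling by more than 50%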;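 also: 0% = DMSO wells and 100% = triacsin C control wells; some results filed as inactive read as strong as hits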
TAG inh DAPI viability: further read-out of TAG inh, marked with its call; DAPI nuclei signal change (viability), lower = more cytotoxic, %;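 whole-well DAPI fluorescence read on a plate reader as a viability signal; minus 50 percent equals half of cells still viable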
Starred values were filed as active, the others as inactive. Some of the compounds tested, so the mix of outcomes need not match the whole.

A first look, 21 compounds:
SMILES	TAG inh	TAG inh DAPI viability
CCn1c2ccccc2c2nnc(SCC(=O)N(C)C3CCS(=O)(=O)C3)nc21 (configuration not stated)	1	-2
CCC(=O)c1ccc(OCC(=O)OCC(=O)Nc2sccc2C(N)=O)cc1	-6	2
Cc1c(C(=O)NCc2ccc3c(c2)OCO3)sc2nc(-c3ccc(F)cc3)cn12	10	6
CC(O)(c1cccnc1)c1nc(-c2cccc(C(F)(F)F)c2)cs1 (configuration not stated)	-15	3
Cc1n[nH]c(=O)nc1NCc1ccc(Cl)cc1	-4	-2
CC(C)(C)n1cn[nH]c1=S	7	-1
CS(=O)(=O)N1CCN(c2ccccc2NC(=O)c2cccnc2)CC1	17	-4
CCN1CCc2c(OCC(=O)Nc3ccc(C)cc3)cccc2C1=O	3	-1
Cc1cc(NC(=O)COC(=O)[C@@H](NS(=O)(=O)c2ccc(Br)cc2)C(C)C)no1	-4	-6
Cn1c(-c2ccc(CN3CCCCC3)o2)nc2ccccc21	-1	6
O=C(O)c1ccc2c(c1)S(=O)(=O)N=C1CCCCCN12	3	-10
CN(C)CCN(C(=O)c1ccc(S(=O)(=O)N2CCCC2)cc1)c1nc2ccc(Br)cc2s1	16	0
CCOC(=O)C1(Cc2cccc(OC)c2)CCN(C/C=C/c2ccc(OC)cc2)CC1	-12	36
CC(=O)Nc1cc2c(cc1NC(=O)Cn1nc(-c3ccc4c(c3)OCCO4)ccc1=O)OCCO2	1	-3
CCOc1ccc(C(=O)N[C@H](C(=O)Nc2ccc(S(=O)(=O)Nc3nccs3)cc2)C(C)C)cc1	-7	6
CCC(CO)Oc1cc(NCc2ccc(Cl)cc2)c2ncn(C(C)C)c2c1 (configuration not stated)	6	-2
CCOC(=O)c1c(C)nc2ccc(C)cn12	11	-3
S=C1NC2(CCCC2)N=C1c1ccccc1	-25	23
CCCCNC(=S)N(CCCO)Cc1cc2cc3c(cc2[nH]c1=O)OCO3	7	-10
Cc1cc(Br)c(NC(=O)COn2nnc3ccc(S(C)(=O)=O)cc32)c(Br)c1	-12	4
O=C(CCCn1nnnc1CN1CCOCC1)N1CCN(c2ccccc2F)CC1	6	-6

The whole of this part, from the start:
SMILES	TAG inh	TAG inh DAPI viability
CCn1c2ccccc2c2nnc(SCC(=O)N(C)C3CCS(=O)(=O)C3)nc21 (configuration not stated)	1	-2
CCC(=O)c1ccc(OCC(=O)OCC(=O)Nc2sccc2C(N)=O)cc1	-6	2
Cc1c(C(=O)NCc2ccc3c(c2)OCO3)sc2nc(-c3ccc(F)cc3)cn12	10	6
CC(O)(c1cccnc1)c1nc(-c2cccc(C(F)(F)F)c2)cs1 (configuration not stated)	-15	3
Cc1n[nH]c(=O)nc1NCc1ccc(Cl)cc1	-4	-2
CC(C)(C)n1cn[nH]c1=S	7	-1
CS(=O)(=O)N1CCN(c2ccccc2NC(=O)c2cccnc2)CC1	17	-4
CCN1CCc2c(OCC(=O)Nc3ccc(C)cc3)cccc2C1=O	3	-1
Cc1cc(NC(=O)COC(=O)[C@@H](NS(=O)(=O)c2ccc(Br)cc2)C(C)C)no1	-4	-6
Cn1c(-c2ccc(CN3CCCCC3)o2)nc2ccccc21	-1	6
O=C(O)c1ccc2c(c1)S(=O)(=O)N=C1CCCCCN12	3	-10
CN(C)CCN(C(=O)c1ccc(S(=O)(=O)N2CCCC2)cc1)c1nc2ccc(Br)cc2s1	16	0
CCOC(=O)C1(Cc2cccc(OC)c2)CCN(C/C=C/c2ccc(OC)cc2)CC1	-12	36
CC(=O)Nc1cc2c(cc1NC(=O)Cn1nc(-c3ccc4c(c3)OCCO4)ccc1=O)OCCO2	1	-3
CCOc1ccc(C(=O)N[C@H](C(=O)Nc2ccc(S(=O)(=O)Nc3nccs3)cc2)C(C)C)cc1	-7	6
CCC(CO)Oc1cc(NCc2ccc(Cl)cc2)c2ncn(C(C)C)c2c1 (configuration not stated)	6	-2
CCOC(=O)c1c(C)nc2ccc(C)cn12	11	-3
S=C1NC2(CCCC2)N=C1c1ccccc1	-25	23
CCCCNC(=S)N(CCCO)Cc1cc2cc3c(cc2[nH]c1=O)OCO3	7	-10
Cc1cc(Br)c(NC(=O)COn2nnc3ccc(S(C)(=O)=O)cc32)c(Br)c1	-12	4
O=C(CCCn1nnnc1CN1CCOCC1)N1CCN(c2ccccc2F)CC1	6	-6
O=C1CSC(=S)N1N=Cc1cccc(OCc2ccccc2)c1	11	-7
Cc1ccccc1-c1nc(CS(=O)CC(=O)NCc2ccccc2)c(C)o1 (configuration not stated)	13	7
CC(=O)c1cc(C#N)c(SCc2ccccc2C#N)nc1C	2	-7
O=C(CSc1nc(C(F)(F)F)cc(=O)[nH]1)Nc1cccc2ccccc12	-5	0

More structures.
SMILES	TAG inh	TAG inh DAPI viability
CCOC(=O)N1CCc2c(sc(NC(=O)CN(CC)CC)c2C#N)C1	12	-8
Cn1c(=NC(=O)CSCC(=O)N2CCCCC2)sc2ccccc21	-8	9
COc1ccc(OCC(=O)N2CCc3ccccc32)c([N+](=O)[O-])c1	-17	2
COc1cc(/C=N/NC(N)=O)ccc1OC(=O)c1ccco1	-2	11
O=C(OCC(=O)N1CCc2ccccc21)[C@@H]1CCCN1S(=O)(=O)c1ccccc1F	-14	1
COc1ccc(CCCc2n[nH]c(=S)o2)cc1	-25	1
C/C=C/C=C\C(=O)Nc1cccc(C2=NOC3(C2)C[C@H](C(N)=O)N(C(=O)/C=C/C)C3)c1 (some centres not stated)	26	-2
CCn1c(C)nc2cc(S(N)(=O)=O)ccc21	2	3
CCNC(=O)C1(C)CCN(C(=O)c2ccc(OC)cc2OC)C1 (configuration not stated)	7	-10
CNC[C@@H](CC1CCCCC1)NC[C@H](CC(C)C)NCCc1cccc(C(F)(F)F)c1	134*	-45*
CC1CCN(C(=O)C(C)c2ccc([N+](=O)[O-])cc2)CC1 (configuration not stated)	1	-3
CN1CCC(=O)N(CCSc2ccccc2)CC1	-27	5
O=C(Nc1ccc(CN2CCOCC2)cc1)c1ccc(-c2cc(Cl)ccc2Cl)o1	22	20
COC(=O)c1ccc(CNC(=O)CCNC(=O)c2ccco2)cc1	7	10
CC(O)(c1ccncc1)c1nc(-c2cccc(C(F)(F)F)c2)cs1 (configuration not stated)	-10	5
COc1ccc(OC)c(C(O)c2ncc(-c3cccc4ccccc34)[nH]2)c1 (configuration not stated)	-14	1
O=C(CSc1nc2ncc(Cl)cc2[nH]1)NCC(=O)Nc1ccc(F)c(F)c1F	2	4
CCOC(=O)c1ccccc1NC(=O)Cn1cnc2c(oc3ccccc32)c1=O	-2	13
CCc1noc(C)c1C(=O)NCCc1ccc(F)cc1	-7	8
N#Cc1cccc(C(Br)S(=O)(=O)c2ccccc2)c1 (configuration not stated)	-4	-2
O=C(c1cccc(NS(=O)(=O)c2ccccc2)c1)N1CCN(c2ccccc2)CC1	-8	6
COc1ccccc1NC(=O)c1nnn(Cc2ccccc2)c1NC(=O)C(F)(F)F	-26	10
CN(C)C(=O)c1ccc(-n2cnc3ccccc3c2=O)cc1	-19	-1
O=C(Nc1ccc(F)c(Cl)c1)Nn1cnnc1	-19	1
CCOC(=O)COc1ccc2c(=O)c(-c3ccccc3)coc2c1	11	-1

(more compounds)
SMILES	TAG inh	TAG inh DAPI viability
Nc1nc(SCC(=O)NC2CCCc3ccccc32)n[nH]1 (configuration not stated)	-2	11
CCCCCN(C(=O)CCC(=O)OCC(=O)NC1CCC(C)CC1)c1c(N)n(CCCC)c(=O)[nH]c1=O (configuration not stated)	-12	2
Cc1nnc(NC(=O)c2ccccc2-c2ccccc2C(=O)O)s1	-1	7
CCOC(=O)C1CCN(CC(=O)Nc2cc(S(=O)(=O)N3CCCCC3)ccc2Cl)CC1	-10	6
O=C(O)c1ccc2c(c1)SC1=NS(=O)(=O)CCN12	7	5
O=C(OCc1ccccc1)N1CCc2ccccc21	2	8
CCC(=O)Nc1c(C)n[nH]c1C	6	4
O=C(NCc1ccccc1F)C12CC3CC(CC(C3)C1)C2	-7	-6
COc1ccc(C2CC2C(=O)c2ccccn2)cc1 (configuration not stated)	-11	5
COc1ccccc1Oc1nc(-c2cccnc2)nc2ccccc12	2	-1
CCC(C)NC(=O)CSc1nc2n[nH]c(C)c2c(=N)n1-c1ccc(OC)cc1 (configuration not stated)	16	3
CN(C)C(=O)CSc1nnc([C@H](Cc2ccccc2)NC(=O)OC(C)(C)C)o1	-1	-3
Cc1ccc(C)c(NC(=O)C(Sc2cccc[n+]2[O-])c2ccccc2)c1 (configuration not stated)	-7	-2
CN1CCN(c2ccc(S(=O)(=O)N3CCOCC3)cc2NC(=O)CSCc2ccccc2)CC1	7	-3
Cc1nnc(SCC(=O)N2CCCC(C(=O)c3ccc(Cl)cc3)C2)o1 (configuration not stated)	2	-1
O=C(CSc1cccc2cccnc12)N/N=C/c1ccc(O)cc1	-8	-2
CCOC(=O)C1CCCN(CC(=O)Nc2nccs2)C1 (configuration not stated)	5	-6
CC(=O)c1c(C)n(CC(=O)NCc2ccco2)c2ccccc12	1	-8
CCOC(=O)C1=C(COC(=O)CCOc2ccccc2)NC(=O)NC1C (configuration not stated)	-30	-1
CC(=O)c1ccc(NC(=O)C2CCN(S(=O)(=O)c3cccc4cccnc34)CC2)cc1	10	6
CC(C)Oc1cccc(-c2cc(C(=O)N3CCN(S(C)(=O)=O)CC3)c3ccccc3n2)c1	-14	1
CC(=O)N1CCN(C(=O)CCNS(=O)(=O)c2ccc(Br)cc2)CC1	3	-7
CCN(CC)CCCN1C(=O)CSC1c1ccc2c(c1)OCO2 (configuration not stated)	-8	10
CC(=O)c1ccc(C(=O)N(C)C2CCCN(Cc3ccccc3F)C2)s1 (configuration not stated)	3	-1
CN(CCC#N)C(=S)Nc1ccc(S(=O)(=O)N2CCOCC2)cc1	0	-1

Additional structures.
SMILES	TAG inh	TAG inh DAPI viability
CCN(CC(=O)NC1CC1)S(=O)(=O)c1ccc(C)cc1	7	1
O=C(COC(=O)c1ccc2[nH]c3c(c2c1)CCCC3)Nc1ccccc1	5	5
O=C(CCc1ccc(S(=O)(=O)N2CCOCC2)cc1)Nc1ccc(F)cc1[N+](=O)[O-]	-1	-3
Cc1c(C(=O)NCc2ccccc2C(F)(F)F)sc(=O)n1Cc1cccc(C(F)(F)F)c1	-3	0
CCc1cc(-c2n[nH]c(CCC(=O)O)c2-c2nc3ccccc3n2C)c(O)cc1O	-1	-7
CSc1ccccc1C(=O)C1CCCN(C(=O)c2csnn2)C1 (configuration not stated)	0	-8
CCN1CC=C2C(C#N)=C(N)C(C#N)(C#N)C(c3cc(Cl)ccc3Cl)C2C1 (configuration not stated)	-22	10
COC(=O)[C@H]1[C@@H](C)N(CCc2cc(OC)c(OC)c(OC)c2)C(=O)N[C@H]1c1ccccc1	5	-5
COc1ccc(NC(=O)C/C(C)=N/NC(=O)C(=O)Nc2cccc(Cl)c2C)c(OC)c1	2	-3
COc1cccc(NC(=O)Nc2ccc3c(c2)CCC3)c1	-11	-1
Cc1cc(C)n(CCN(C)Cc2cn[nH]c2-c2ccc(F)cc2F)n1	-5	16
CCCCC(=O)Nc1ccc(F)c(Cl)c1	13	2
Cn1c(=O)c(Oc2ccc(F)cc2)c(O)c2ccccc21	-5	-3
CC(=O)N[C@@H](Cc1c[nH]c2ccccc12)C(=O)OCc1cc(C(F)(F)F)cc(C(F)(F)F)c1	8	1
CN(C)S(=O)(=O)c1cccc(NC(=O)COC(=O)[C@H](Cc2ccccc2)NC(=O)c2ccco2)c1	-24	-2
Cc1cccc(C(=O)CC(=O)c2cc(Cl)ccc2O)c1	6	-4
COC(=O)c1sccc1NC(=O)CSc1ccccc1NS(=O)(=O)c1ccc(F)cc1	-1	-1
CCc1ccc(NC(=O)C2CC=CCC2C(=O)O)cc1 (configuration not stated)	8	-7
CSc1ccc(CNc2ccccn2)cc1	0	-13
COc1ccc(C(=O)N2CCCC(c3ccccc3)C2)cc1 (configuration not stated)	-24	6
CCOC(=O)c1nn(-c2ccc(C)c(C)c2)c(=O)c(C#N)c1C	-4	-3

Entries from the list above that contain a tert-butyl group (2):
SMILES	TAG inh	TAG inh DAPI viability
CC(C)(C)n1cn[nH]c1=S	7	-1
CN(C)C(=O)CSc1nnc([C@H](Cc2ccccc2)NC(=O)OC(C)(C)C)o1	-1	-3

From PubChem BioAssay
